Screens deposited in PubChem by National Center for Advancing Translational Sciences (NCATS).
SMN2 splice enh = increases expression of the SMN2 splice variant; Potency, µM (titrated, usually from 46.1 µM), without a hit: at the top dose activity change, positive = activation, actives largely listed as activators; hit rate 2.8% among 210,000; HEK293 SMN2-luciferase splicing reporter, luminescence, 30-36 h; active = well fitted activation curve with a large enough effect; inconclusive = small, poorly fitted or top-dose-only effect; inactive = no such curve, though single readings can be large or run the other way; also: % of control where 0% means no effect; nearly all actives have a fitted effect of over 55% in size
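HEK293 cells carry an SMN2 minigene-luciferase reporter in which exon 7 inclusion puts luciferase in frame. Cells were seeded at 2000 cells/well, attached for 10-12 hours, then exposed to compounds for 30-36 hours at 37C before ONE-Glo luminescence.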
Starred values were filed as active, the others as inactive; ? = inconclusive; [ ] = remark or other dose. Potency is read from the fitted curve at half-maximal effect. Not all compounds are listed; rates above refer to the full screens.

smiles	SMN2 splice enh
Cc1cc2oc(C(=O)Nc3ccc(S(=O)(=O)Nc4ncccn4)cc3)cc(=O)c2cc1C	1%
CSc1ncc(Cl)c(C(=O)N(C)c2ccccc2)n1	-39%[inhibitor]
CCOc1ccc(NC(=O)Cn2nnc(C(=O)NCCc3ccccc3)c2N)cc1	-2%
CCOc1ccc(N(C(=O)c2ccccc2F)S(=O)(=O)c2ccc3c(c2)n(C)c(=O)n3C)cc1	0%
CC(C)c1ccc(NC(=O)C(NS(=O)(=O)c2ccc3c(c2)CCC(=O)N3)c2ccccc2)cc1 (stereo unspecified)	2%
CCOC(=O)c1cnc2ccc(OC(F)(F)F)cc2c1Nc1ccccc1C(=O)O	-5%
COc1ccc(Nc2c3c(nc4nncn24)CCC3)cc1OC	5%
COc1ccc(CCNC(=O)c2ccc3c(c2)CCN3S(=O)(=O)c2ccc(C)cc2)cc1OC	-29%
Fc1ccc(Nc2c(-c3c[nH]c4ccccc34)nc3ccccn23)cc1	?
CC(=O)Nc1ccc(NC(=O)c2cc(=O)c3ccccc3o2)cc1	-2%
Cc1ccc(NC(=O)c2c(C)oc3ccc(O)c(CN4CCN(Cc5ccccc5)CC4)c23)cc1	-16%
COc1ccc(CNC(=O)c2cc(Nc3ccc(OC)cc3OC)nc3ccccc23)cc1	4%
CCc1ccc(-n2c(C)nnc2SCc2nc(-c3ccc(OC)cc3)no2)cc1	-9%
Cc1ccc2nc(NCCc3ccccc3)c3nncn3c2c1	7%
Cc1cccc(N(CC(=O)NCCc2ccccc2)S(=O)(=O)c2ccccc2)c1C	-14%
COc1ccccc1C(=O)Nc1c(C(=O)Nc2ccccc2F)oc2ccccc12	-2%
COc1ccc2[nH]c(=O)c(CN(C(=O)c3cccc(Cl)c3)c3ccccc3OC)cc2c1	13%
Cc1ccc(OCCCn2c(-c3ccc(Cl)cc3)nc3ccccc3c2=O)cc1C	-2%
CCn1c2ccccc2c2cc(NC(=O)COc3ccc(C)cc3C)ccc21	-3%
COc1ccc(NC(=O)c2sc3nc4c(c(-c5ccc(OC)cc5)c3c2N)C(=O)CC(C)(C)C4)cc1	-5%
COc1ccc(-n2c(C)c(C(C)=O)c3cc(OC(=O)c4ccc(C)cc4)ccc32)cc1	9%
COc1ccc(-n2nc3cc(C)c(NC(=O)COc4cccc(C)c4)cc3n2)cc1	3%
CCOC(=O)c1cccc(NC(=O)Cn2ncc3c4ccccc4n(Cc4ccccc4)c3c2=O)c1	12%
COc1cccc(C2c3c(-c4ccccc4O)n[nH]c3C(=O)N2Cc2cccnc2)c1 (stereo unspecified)	16%
CNc1nc(Oc2ccc(=O)[nH]n2)nc(N2CCOCC2)n1	-3%

In another format: results already given.
> CC(=O)Nc1ccc(NC(=O)c2cc(=O)c3ccccc3o2)cc1
  SMN2 splice enh: -2%
> Cc1ccc(NC(=O)c2c(C)oc3ccc(O)c(CN4CCN(Cc5ccccc5)CC4)c23)cc1
  SMN2 splice enh: -16%
> COc1ccc(CNC(=O)c2cc(Nc3ccc(OC)cc3OC)nc3ccccc23)cc1
  SMN2 splice enh: 4%
> CCc1ccc(-n2c(C)nnc2SCc2nc(-c3ccc(OC)cc3)no2)cc1
  SMN2 splice enh: -9%

(list continues)
smiles	SMN2 splice enh
CN(C1CCCCC1)S(=O)(=O)c1ccc2c(c1)c(=O)c(C(=O)NCc1ccc(F)cc1)cn2C	4%
CCOc1ccccc1NC(=O)c1ccc2c(Cl)c3c(nc2c1)CCCC3	-2%
COc1ccc(COC(=O)c2[nH]c3c(c2C)C(=O)CC(c2ccc(OC)c(OC)c2)C3)cc1 (stereo unspecified)	-52%[inhibitor]
CC1=C(C(=O)Nc2ccc(C)cc2C)C(c2cccs2)n2nc(SCc3ccccc3Cl)nc2N1 (stereo unspecified)	12%
CCn1c(=O)c2cc(C(=O)Nc3cc(C)c(Cl)cc3OC)sc2c2ccccc21	9%
CC(C)c1ccc(C2CC(=O)N3CN(C4CCCCC4)CSC3=C2C#N)cc1 (stereo unspecified)	-4%
Cc1cccc(-c2noc(CN(C(C)C)S(=O)(=O)c3ccc(Br)cc3)n2)c1	-18%
Cc1sc(NC(=O)COc2ccc(C(C)(C)C)cc2)c(C(=O)OC(C)C)c1C	-3%
Cc1cccc(NC(=O)CN(C)S(=O)(=O)c2ccc3c(c2)c(=O)n(C)c(=O)n3C)c1C	-4%
COc1ccc(NC(=O)CCSc2nc(-c3ccco3)cc(C(F)(F)F)n2)cc1OC	3%
Cc1ccc(CN(Cc2ccco2)C(=O)c2ccc(OCC(C)C)cc2)cc1	-14%
COc1ccc(S(=O)(=O)N(C(=O)c2ccncc2)c2ccc3oc(C)c(C(C)=O)c3c2)cc1	-29%
Cc1ccc(NC(=O)CCCN2C(=O)COc3ccc(C)cc32)c(C)c1	-24%
Cc1ccc(C)n1-c1nnc(N2CCC(C(=O)NCc3ccc(F)cc3)CC2)s1	-5%
CCOc1ccc(CCNC(=O)c2cc(Nc3ccc(C)cc3C)nc3ccccc23)cc1OCC	-1%
Cc1ccc(Oc2nc3ccccn3c(=O)c2/C=C(\C#N)c2nc3ccccc3s2)c(C)c1	20%
CCc1nc2sc3c(N4CCC(C)CC4)ncnc3c2c2c1CCCC2	-11%
COc1ccc(NC(=O)c2sc3nc(C)c(C(=O)Nc4ccc(C)cc4C)c(-c4ccc(C)o4)c3c2N)cc1	-14%
COc1ccccc1-c1nnc(C2CCN(C(=O)c3cccc(Cl)c3)CC2)o1	-13%
CC1CCCN(S(=O)(=O)c2ccc(NC(=O)c3nc(SC(C)C)ncc3Cl)cc2)C1 (stereo unspecified)	2%
CCc1ccc(OCC(=O)Nc2ncn[nH]2)c(Br)c1	?
COc1ccc(C(=O)c2oc3ccccc3c2NC(=O)c2cccc(OC)c2)cc1	-18%
COc1cc(CNCCSc2nnnn2C)ccc1OCc1ccc(F)cc1	-28%
COc1ccccc1Nc1cc(C(=O)NCCCN(C)C2CCCCC2)c2ccccc2n1	-53%[inhibitor]
Cc1cccc(N(CC(=O)NCCSc2ccc(Cl)cc2)S(=O)(=O)c2ccccc2)c1C	-6%
O=C(CC1N=C2c3ccccc3N=C(SCC(=O)Nc3cccc(C(F)(F)F)c3)N2C1=O)NCc1cccs1 (stereo unspecified)	4%
CCc1nn2c(-c3ccco3)ccnc2c1-c1ccccc1	12%
CCc1ccc(NC(=O)c2ccc(NS(=O)(=O)c3c(C)noc3C)cc2)cc1	1%
COc1cccc(NC(=O)CN(C)S(=O)(=O)c2ccc3nc(C)sc3c2)c1	-18%
COc1ccc(OC)c(NC(=O)Cc2c(C(=O)O)n(C)c3ccc(C)cc23)c1	18%
COc1ccccc1NC(=O)CSc1oc(-c2ccccc2)nc1S(=O)(=O)c1ccccc1	-24%
COC(=O)c1ccc(NC(=O)CN2C(=O)c3cccc4cccc2c34)cc1	6%
CCOc1ccc(NC(=O)[C@H]2O[C@@H]3OC(C)(C)O[C@@H]3[C@H]3OC(C)(C)O[C@H]32)cc1	4%
CCOC(=O)C1CCCN(C(=O)Cn2ncc3c4ccccc4n(Cc4ccc(F)cc4)c3c2=O)C1 (stereo unspecified)	-17%
O=C(CCn1nc(-c2ccc(Cl)cc2)c2ccccc2c1=O)Nc1ccc(OC(F)(F)F)cc1	0%
Cc1ccc(-n2nc3c(=O)n(C(C)C(=O)O)nc(C)c3c2C)cc1 (stereo unspecified)	8%
CCc1ccc(Oc2nc3c(C)cccn3c(=O)c2/C=C(\C#N)c2nc3ccccc3[nH]2)cc1	-2%
COc1ccccc1-n1nc(-c2ccccc2)c2cnc3c(F)cc(F)cc3c21	-5%
CCCOc1ccc(C(=O)Nc2sc3c(c2C(=O)OCC)CCCCC3)cc1	-4%
Cc1nn(CC(=O)NC2CC2)c(=O)c2cc3cc(F)ccc3n12	-11%
CCc1cc(C(=O)Nc2c(C)nn(Cc3ccc(C)cc3)c2C)no1	-21%
Cn1c(=O)c2c(ncn2CC(=O)Nc2cccc(Cl)c2Cl)n(C)c1=O	-3%
COCc1nc2ccccc2n1CCOc1cccc(C)c1	-11%
Cc1cc(NC(=O)c2ccc(-c3ccc(Cl)cc3)o2)cc(-c2nc3ncccc3o2)c1O	-1%
Cc1ccc2[nH]c(=O)c3cc(C(=O)N4CCN(c5ccccc5)CC4)sc3c2c1	3%
FC(F)(F)c1cccc(Nc2nc3nonc3nc2Nc2ccc(Cl)cc2)c1	-83%[inhibitor]
COc1ccc(CNC(=O)c2cc3c(=O)[nH]c4ccccc4c3s2)cc1	-4%
CCOc1ccc(NC(=O)c2oc3ccccc3c2NC(=O)C(C)Oc2ccccc2)cc1 (stereo unspecified)	-5%
CCN1CCN(c2c(S(=O)(=O)c3ccccc3)cnc3ccc(Cl)cc23)CC1	-15%
COc1ccc(OC)c(CCNC(=O)c2cc3c(s2)-c2c(C)cccc2OC3)c1	5%

Next part:
smiles	SMN2 splice enh
O=C(NCc1ccccc1Br)c1ccc2nc(N3CCCCC3)sc2c1	9%
COc1ccc(-c2cn3cccnc3n2)cc1NC(=O)Nc1cc(C)ccc1C	10%
O=C(c1ccc(CSc2nc3ccncc3n2Cc2ccc(F)cc2)cc1)N1CCCCCC1	-39%[inhibitor]
COc1ccc(CCNC(=O)c2nc(SCc3ccccc3F)ncc2Cl)cc1OC	-9%
Cc1nc2nc(C)c(CCC(=O)NCc3ccccc3)c(C)n2n1	24%
COc1ccc(C(=O)N2CCC(C(=O)Nc3ccc(Cl)cc3)CC2)cc1	-20%
COC(=O)c1cc(-c2ccc(C)cc2)c2c(=O)n(C)c(=O)n(C)c2n1	-2%
CCOc1ccc(C2CC(=O)c3c([nH]c(C(=O)OCCOc4ccccc4)c3C)C2)cc1 (stereo unspecified)	1%
CN(Cc1ccccc1)C(=O)c1cc(-c2cccc(Cl)c2)on1	1%
CCC(=O)N1CCc2cc(S(=O)(=O)NC(CC(C)C)C(=O)Nc3cc(C)ccc3OC)ccc21 (stereo unspecified)	-5%
CCc1ccc(-n2nc3cc(C)c(NC(=O)c4ccccc4C)cc3n2)cc1	11%
CN(C(=O)Cn1c(=O)n(Cc2ccc(C(=O)NCc3ccc4c(c3)OCO4)cc2)c(=O)c2ccccc21)c1ccccc1	15%
CN(C1CCCCC1)S(=O)(=O)c1ccc2c(c1)c(=O)c(C(=O)NCc1ccccc1Cl)cn2C	-12%
CN(CC(=O)Nc1cccc(F)c1)S(=O)(=O)c1ccc2c(c1)n(C)c(=O)c(=O)n2C	-1%
CCOc1ccc2nc(NC(=O)c3nc(SC(C)C)ncc3Cl)sc2c1	3%
Cc1oc(-c2ccc(Cl)cc2)nc1CN1CCCC(C(=O)NCCc2ccccc2)C1 (stereo unspecified)	0%
Cc1ccccc1Nc1c(-c2ccc(N3CCOCC3)cc2)nc2ccc(Br)cn12	-8%
CCN(CCCNC(=O)c1cc2c(Cl)nc3ccccc3c2s1)Cc1ccccc1	-32%[inhibitor]
CC(NC(=O)c1cc2sccc2n1Cc1ccc(F)cc1)c1ccccc1 (stereo unspecified)	-23%
CCOc1cccc(C(=O)Nc2c(C(=O)c3ccc(OC)cc3)oc3ccccc23)c1	1%
CC(=O)N1CCc2cc(Br)cc(S(=O)(=O)CCC(=O)NCc3ccc(F)cc3)c21	3%
CCOc1ccc(NC(=O)CCc2c(C)nc3cc(-c4ccccc4OC)nn3c2C)cc1	-3%
CCOC(=O)c1oc2ccc(S(=O)(=O)n3nc(-c4cc(OC)cc(OC)c4)cc3N)cc2c1C	-10%
CCOc1ccccc1NC(=O)CSc1nc2ccccc2nc1N1CCOCC1	-8%
Cc1coc2c(C)c3oc(=O)c(CC(=O)NCc4ccccc4)c(C)c3cc12	-1%
COc1ccc(-c2c(C)nn3c4c(cnc23)C(=O)CC(c2ccccc2)C4)cc1 (stereo unspecified)	-10%
O=C(CCC1N=C2c3ccccc3N=C(SCC(=O)Nc3ccccc3F)N2C1=O)NCc1ccccc1 (stereo unspecified)	1%
Cc1ccc(NC(=O)C2CCCN2S(=O)(=O)c2cccc3cccnc23)cc1C (stereo unspecified)	-7%
Cc1cccc(C(=O)Nc2cccc(OCc3cc(=O)n4c(C)csc4n3)c2)c1	-7%
CC(C)c1ccc(S(=O)(=O)Nc2cc3c(cc2NCc2ccccc2)n(C)c(=O)n3C)cc1	?
COc1ccc2c(C)c(CCC(=O)NCc3ccccc3OC)c(=O)oc2c1	1%
COc1nc(-c2ccc(C)cc2)ccc1-c1noc(-c2ccccc2Br)n1	1%
CCc1ccc(NC(=O)CN(c2ccc(C)cc2)S(=O)(=O)c2c(C)nn(C)c2C)cc1	-7%
COc1cc(/C=C(\C#N)c2nc3ccccc3[nH]2)ccc1OCc1ccccc1F	-6%
CCOc1ccc(Cn2nnc(C(=O)Nc3cccc(SC)c3)c2N)cc1	22%
O=C(CSc1nc(-c2ccccc2)nc2c1Cc1ccccc1O2)N1CCCCC1	-12%
